# GSTO1 inh – counter-screen for RBBP9 inhibitors: inhibitors of human GSTO1. P78417. recombinant GSTO1, activity-based probe fluorescence polarization. inhibition, % at 5.96 µM. 300,000 compounds, 1.1% hits;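 active means inhibition above the campaign mean inhibition plus 3 SD, cut at about 35% in these data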;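 further: 0% = GSTO1-1 with DMSO and 100% = wells lacking GSTO1-1 enzyme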
# Target sequence (P78417 whole entry, looked up): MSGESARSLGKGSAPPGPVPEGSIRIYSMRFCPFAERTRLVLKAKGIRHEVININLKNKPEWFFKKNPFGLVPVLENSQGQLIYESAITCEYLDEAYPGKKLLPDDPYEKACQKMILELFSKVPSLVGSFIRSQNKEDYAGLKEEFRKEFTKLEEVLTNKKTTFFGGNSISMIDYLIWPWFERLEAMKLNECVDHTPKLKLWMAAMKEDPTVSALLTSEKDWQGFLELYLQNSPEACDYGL
# pPAFAH FP inh – inhibitors of human plasma PAF acetylhydrolase (pPAFAH) | AID 463082 | recombinant pPAFAH, FP-rhodamine probe fluorescence polarization | 330,000 compounds, 1.5% hits | Q13093 | inhibition, % at 3.39 µM;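 active means inhibition above the mean inhibition across the screen plus 3 SD, cut at about 25% in these data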;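 further: inhibitors block binding of the rhodamine activity-based probe so polarization drops; 0% = enzyme with DMSO and 100% = wells lacking pPAFAH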
# LYPLA2 counter – blocks human lysophospholipase 2, a PME1 counter-screen | O95372 | 320,000 compounds, 0.38% hits | inhibition, % at 5.9 µM | recombinant LYPLA2, FP-Rh probe fluorescence polarization;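 active means inhibition above the screen-wide mean plus 3 SD, limit set per campaign, cut at about 26% in these data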;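 further: 0% = LYPLA2 with DMSO and 100% = wells lacking LYPLA2 enzyme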
# Target sequence (O95372 whole entry, looked up): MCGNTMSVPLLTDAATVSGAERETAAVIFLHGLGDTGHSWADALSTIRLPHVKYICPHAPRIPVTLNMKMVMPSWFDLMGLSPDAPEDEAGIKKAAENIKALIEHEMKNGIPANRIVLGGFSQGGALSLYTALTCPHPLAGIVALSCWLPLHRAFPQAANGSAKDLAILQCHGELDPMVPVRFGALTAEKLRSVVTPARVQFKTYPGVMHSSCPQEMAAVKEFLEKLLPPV
# PME-1 primary – PME-1 (human) inhibition; Q9Y570; recombinant PME-1, FP-Rh probe fluorescence polarization; 320,000 compounds, 0.53% hits; AID 2130; inhibition, % at 5.9 µM;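 active means inhibition above the campaign mean of all compounds plus 3 SD, cut at about 26% in these data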;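 further: competitive labeling of PME-1 active site by serine hydrolase directed probe; 0% = PME-1 with DMSO and 100% = wells lacking PME-1 enzyme; inhibitors block probe labeling so polarization falls and inhibition rises; many of its hits are not listed in these tables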
# PREPL inh – human PREPL enzyme inhibition | inhibition, % at 5.96 µM | recombinant PREPL, fluorescence polarization activity-based probe | AID 2751 | 320,000 compounds, 0.68% hits; in the data active means inhibition above about 43%;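 further: 0% = enzyme with DMSO and 100% = wells lacking enzyme; many of its hits are not listed in these tables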
# LYPLA1 counter – blocks human lysophospholipase 1, a PME1 counter-screen; AID 2174; 320,000 compounds, 0.16% hits; recombinant LYPLA1, FP-Rh probe fluorescence polarization; O75608; inhibition, % at 5.9 µM;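 active means inhibition above the mean of all tested compounds plus 3 SD, set per campaign, cut at about 14% in these data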;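 further: inhibitors block serine hydrolase probe labeling of LYPLA1 so polarization falls; 0% = enzyme with DMSO and 100% = wells lacking LYPLA1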
# Target sequence (O75608 whole entry, looked up): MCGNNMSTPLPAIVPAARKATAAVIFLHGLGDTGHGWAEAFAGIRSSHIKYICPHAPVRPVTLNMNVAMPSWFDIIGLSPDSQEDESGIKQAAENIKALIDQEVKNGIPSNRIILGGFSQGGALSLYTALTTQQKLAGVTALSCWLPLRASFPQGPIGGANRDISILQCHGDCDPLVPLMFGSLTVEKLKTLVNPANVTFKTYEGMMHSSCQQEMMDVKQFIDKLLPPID
# PAFAH1B2 FP inh – inhibitors of human PAFAH1B2. P68402. recombinant PAFAH1B2, FP-rhodamine activity probe, fluorescence polarization. inhibition, % at 3.39 µM. 340,000 compounds, 1.2% hits. AID 492953;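 active means inhibition above the mean of all tested compounds plus 3 SD, cut at about 24% in these data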;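 further: 0% = enzyme with DMSO and 100% = wells lacking PAFAH1B2; many of its hits are not listed in these tables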
# PAD4 inh – inhibitors of human PAD4 | 330,000 compounds, 0.41% hits | inhibition, % at 6.36 µM | recombinant PAD4, RCA probe fluorescence polarization | AID 485272;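 active means percent inhibition above a cutoff equal to the mean of all tested compounds plus 3 SD, cut at about 15% in these data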;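 further: 0% = PAD4 with RCA probe and DMSO and 100% = probe without PAD4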
# PAFAH1B3 inh – blocks human PAF acetylhydrolase 1B catalytic subunit 3; Q15102; recombinant PAFAH1B3, FP-rhodamine probe, fluorescence polarization; inhibition, % at 3.39 µM; 340,000 compounds, 0.28% hits; AID 492972;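 active means inhibition above the screen-wide average of all tested compounds plus 3 SD, cut at about 25% in these data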;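 further: 0% = enzyme with DMSO only and 100% = wells lacking PAFAH1B3 protein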
# Target sequence (Q15102 whole entry, looked up): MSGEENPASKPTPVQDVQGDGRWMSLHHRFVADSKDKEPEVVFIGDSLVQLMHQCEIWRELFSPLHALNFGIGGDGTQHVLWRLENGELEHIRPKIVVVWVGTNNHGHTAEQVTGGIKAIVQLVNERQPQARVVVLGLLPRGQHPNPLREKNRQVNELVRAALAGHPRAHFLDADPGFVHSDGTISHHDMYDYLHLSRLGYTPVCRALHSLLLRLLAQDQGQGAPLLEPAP
# Starred values were filed as active, the others as inactive; nt = no result given.
# Values in the order – PREPL inh	PAFAH1B3 inh	pPAFAH FP inh	PME-1 primary	PAFAH1B2 FP inh	PAD4 inh	LYPLA1 counter	LYPLA2 counter	GSTO1 inh
> Cc1cc(C(=O)CCC(=O)N2CCN(c3ccccc3)CC2)c(C)s1
→ -10	6	9	-3	-1	1	-3	1	4
> O=C(NCc1cccnc1)c1ccc(NS(=O)(=O)c2ccccc2)cc1
→ 0	0	5	1	2	-2	3	-5	-2
> O=C(CSc1nc2ccccc2c(=O)n1CCCN1CCOCC1)c1c[nH]c2ccccc12
→ -110	-4	8	-4	-1	-6	-7	-9	-2
> CCCCOCCCNC(=O)N[C@H](C(=O)O)C(C)CC (stereo partly specified)
→ 6	5	4	-3	1	1	0	2	8
> CCN(CC)S(=O)(=O)c1cccc(NC(=O)COC(=O)C2CC3C=CC2C3)c1 (stereo unspecified)
→ 15	-3	20	1	3	4	30*	13	2
> NC1=NC(=Nc2ccc(S(=O)(=O)N3CCOCC3)cc2)c2ccccc21
→ 11	11	-4	-5	4	-1	0	-1	2
> O=C(CN1CCCC1)Nc1ccc(OC(F)(F)F)cc1
→ -1	1	-8	-8	2	-10	-4	-11	11
> O=C(c1ccccc1)N1N=C(c2ccccc2)CC1c1ccccc1 (stereo unspecified)
→ -6	3	5	0	3	-7	2	13	-7
> COCCOC(=O)C1=C(C)Nc2nc(C)nn2C1c1ccccc1 (stereo unspecified)
→ 5	2	0	-5	-2	1	1	0	-8
> Cc1sc2ncnc(NCC(c3ccco3)N3CCCC3)c2c1C (stereo unspecified)
→ 11	0	8	-4	-3	-1	6	11	0
> COc1ccc(CNC(=O)Cc2cn(C)c3ccccc23)c(OC)c1
→ 16	-4	-3	3	-2	-1	0	0	-1
> COCCNS(=O)(=O)c1cccc2cccnc12
→ 8	2	9	-4	-2	2	3	4	2
> O=S(=O)(Nc1ccc2cn[nH]c2c1)c1ccc(C(F)(F)F)cc1
→ 7	-2	-2	0	8	1	0	4	nt
> O=C(NCCS(=O)(=O)N1CCN(c2cccc(Cl)c2)CC1)c1ccc2c(c1)OCO2
→ -32	-2	2	-2	4	2	-1	47*	-5
> CN1C(C)(C)CC(NC(=O)c2ccco2)CC1(C)C
→ 8	1	5	0	-1	3	0	4	5
> CCCNC(=O)CSc1nnc(-c2ccccc2Br)n1-c1cccc(C(F)(F)F)c1
→ 4	-4	9	5	-1	1	1	-3	-1
> CCC1(c2ccc(F)cc2)NC(=O)N(CC(=O)N2c3ccccc3CC2C)C1=O (stereo unspecified)
→ 14	7	-1	2	12	-1	2	2	nt
> C=COCCNC(=S)N1CCOCCOCCN(C(=S)NCCOC=C)CCOCCOCC1
→ 10	2	4	-5	-5	2	0	0	2
> CCOC(=O)[C@H]1[C@H]2COc3ccccc3[C@@H]2N2C(=O)c3ccc(Cl)cc3NC(=O)[C@@]12C
→ -10	1	0	-3	3	-4	-3	-4	5
> CCn1c(COc2ccc(OC)cc2)nnc1SCc1nc2ccccc2c(=O)[nH]1
→ -3	nt	2	-2	nt	0	1	-3	6
> CCc1ccc(N(CC(=O)N2CCOCC2)S(C)(=O)=O)cc1
→ -9	12	-4	-3	9	-2	-3	-9	4
> O=C(Cn1cc([N+](=O)[O-])cn1)N1CCCc2ccccc21
→ -2	-3	3	6	5	3	1	11	0
> Cc1ccc2c(c1)cc1c(=O)n(CC(=O)N3CCCC3)nc(C)n12
→ 8	5	2	0	2	2	1	4	6
> O=C1C=C(c2cccc(Br)c2)C[C@@H](c2ccc(Cl)cc2)C1
→ -9	15	6	nt	-9	-4	nt	nt	nt
> C=CCCCN(Cc1ccccc1)S(=O)(=O)c1ccccc1Br
→ 10	2	5	-1	1	-2	-3	0	-8
> CC1(C)CC(=O)C2=C(C1)OC(N)=C(C#N)C2c1ccsc1 (stereo unspecified)
→ 13	1	-5	0	6	-8	3	8	2
> COc1ccc(OCC(O)Cn2c(=N)n(CCN3CCOCC3)c3ccccc32)cc1 (stereo unspecified)
→ 34	5	3	5	1	7	2	3	3
> C=CCOc1ccc(/C=N/N2C(=O)C(CC(=O)Nc3ccc(F)cc3F)SC2=NC)cc1 (stereo unspecified)
→ -7	-9	4	-2	-9	3	-4	-3	2
> C/C(N)=C(/C#N)C(=O)CSc1nnc(Nc2ccccc2C)s1
→ 4	12	13	0	6	0	2	-1	0
> COc1cc(C(C)=O)ccc1OCC(=O)OC(C)C(=O)c1ccc(F)cc1 (stereo unspecified)
→ 3	3	1	nt	7	-3	nt	nt	nt

# Record cards, as listed above. Values in the order: PREPL inh	PAFAH1B3 inh	pPAFAH FP inh	PME-1 primary	PAFAH1B2 FP inh	PAD4 inh	LYPLA1 counter	LYPLA2 counter	GSTO1 inh
# Profile of C/C(N)=C(/C#N)C(=O)CSc1nnc(Nc2ccccc2C)s1 → 4	12	13	0	6	0	2	-1	0
# Profile of C=COCCNC(=S)N1CCOCCOCCN(C(=S)NCCOC=C)CCOCCOCC1 → 10	2	4	-5	-5	2	0	0	2
# Profile of CCC1(c2ccc(F)cc2)NC(=O)N(CC(=O)N2c3ccccc3CC2C)C1=O (stereo unspecified) → 14	7	-1	2	12	-1	2	2	nt
# Profile of Cc1sc2ncnc(NCC(c3ccco3)N3CCCC3)c2c1C (stereo unspecified) → 11	0	8	-4	-3	-1	6	11	0

# Further results follow.
# Values in the order – PREPL inh	PAFAH1B3 inh	pPAFAH FP inh	PME-1 primary	PAFAH1B2 FP inh	PAD4 inh	LYPLA1 counter	LYPLA2 counter	GSTO1 inh
> O=C(CSc1nc2cc(Cl)ccc2c(=O)n1Cc1ccco1)Nc1ccc(S(=O)(=O)N2CCOCC2)cc1
→ -15	-36	-22	-34	-16	-7	-33	-66	-14
> Cc1cccc(C)c1NC(=O)NC1(C(=O)NCc2ccncc2)CCCCC1
→ 3	0	5	-2	0	-1	2	-3	6
> CCCCC(=O)Nc1ccc(N2CCN(c3ccc(F)cc3)CC2)cc1
→ -5	1	2	-1	7	-1	1	-6	1
> Cc1cc(NC(=O)CCC(=O)N(CC(=O)NCC2CCCO2)Cc2ccc(F)cc2)no1 (stereo unspecified)
→ -2	-5	1	0	-1	0	2	6	6
> COc1cccc(NC(=O)N2CCCC(C(=O)Nc3ccccc3OC)C2)c1 (stereo unspecified)
→ 2	5	5	-3	3	-1	-2	-4	4
> O=C(COC(=O)CNC(=O)c1cccc(Br)c1)Nc1nnc(-c2ccccc2)o1
→ -1	-1	3	-2	8	3	-1	2	nt
> CCOC(CCNC(=O)CCC(=O)Nc1ccc2nc(N3CCN(C)CC3)cc(C)c2c1)OCC
→ 10	-3	2	0	4	1	0	-4	1
> CCN(Cc1cnn(C)c1)Cc1nc(Cc2ccccc2Cl)no1
→ 10	4	-3	2	4	-10	0	-3	7
> CCOc1ccccc1NC(=O)c1nnn(-c2ccc3c(c2)OCCO3)c1N
→ 1	1	4	-29	-7	-5	-11	-20	-14
> CC(=O)Nc1ccc(NC(=O)COC(=O)/C=C/c2ccc3c(c2)OCO3)cc1
→ -2	2	0	-10	1	-6	1	-5	nt
> COc1ccc(C(=O)CN2CC(C)SC2=Nc2ccc(Cl)cc2)cc1 (stereo unspecified)
→ -2	-2	1	-9	-4	-4	-2	-8	8
> O=C(NC1=NCCS1)c1ccc(Cl)c(S(=O)(=O)N2CCCCCC2)c1
→ -1	-3	4	1	4	-3	-6	-1	-4
> O=C(Nc1ccc(-c2nnco2)cc1)c1ccccc1
→ 0	1	4	0	-1	-4	0	-2	-1
> Cc1ccc(NC2Sc3ccccc3NC2=O)cc1Cl (stereo unspecified)
→ 18	5	2	0	-17	1	1	9	-3
> COc1cccc2cc(C(=O)Oc3ccccc3)c(=O)oc12
→ -14	13	-3	-2	-1	-1	4	1	9
> CCOc1cc(CNc2ccccc2)cc(Br)c1OCc1ccc(F)cc1
→ 18	2	0	-6	5	0	-3	11	1
> CCn1c(SCC(=O)Nc2ccc3c(c2)OCCO3)nnc1-c1ccccn1
→ 0	-4	4	-5	4	1	0	-5	11
> CCc1noc(C)c1C(=O)NNC(=O)COc1ccc(C)c(C)c1
→ 7	9	-3	-4	-4	-4	2	0	-7
> CC(Cc1ccsc1)NC(=O)CCc1nnc(CCc2ccccc2)o1 (stereo unspecified)
→ 11	1	6	-1	4	-3	-4	-2	3
> O=c1cc2oc3cc(O)c(O)cc3c(-c3ccccc3[N+](=O)[O-])c-2cc1O
→ 9	13	88*	-3	17	-3	-4	-2	50*
> NC(=O)SCC(=O)Nc1ccccc1C(=O)O
→ -2	13	-2	4	1	9	-2	1	1
> Cc1ccc(NC2=C(Cl)C(=O)OC2NC(=O)c2ccccc2)cc1 (stereo unspecified)
→ -2	6	3	-1	2	-7	-1	-1	-1
> COC(=O)C1C(=O)OC(C)(C)C1C(C)C(=O)c1ccccc1 (stereo unspecified)
→ -7	6	3	-5	2	2	-3	-8	0
> NCCNc1ccc2nnnn2n1
→ -2	3	4	4	1	1	0	2	4
> CCCC/C(=N\NC(=O)c1ccc(Br)o1)c1ccccc1
→ -1	-1	-3	-7	1	3	1	1	5
> O=c1c2c(-c3ccccc3)csc2ncn1/N=C/c1ccc(O)c([N+](=O)[O-])c1
→ -2	3	6	2	9	0	6	12	10
> CCOc1ccc(-n2c(O)c(/C=N/Nc3nc(C)cc(C)n3)c3ccccc3c2=O)cc1
→ 7	11	6	-1	2	0	0	-1	3
> O=C(NCc1ccccc1)C1=C[C@@H](c2coc3ccccc3c2=O)C[C@@H](OCc2ccc(CO)cc2)O1
→ 17	5	-1	0	0	-3	0	0	-1
> CCOc1cccc(NC(=O)c2cccc(F)c2)c1
→ 0	0	0	1	4	-1	3	5	5
> COc1cccc(COC(=O)Cc2ccc(S(=O)(=O)N3CCOCC3)s2)c1OC
→ 2	-1	4	7	-4	-1	0	4	nt

# Sorted by SMILES length (ascending): 3 of the compounds above.
# Values in the order – PREPL inh	PAFAH1B3 inh	pPAFAH FP inh	PME-1 primary	PAFAH1B2 FP inh	PAD4 inh	LYPLA1 counter	LYPLA2 counter	GSTO1 inh
> Cc1ccc(NC2=C(Cl)C(=O)OC2NC(=O)c2ccccc2)cc1 (stereo unspecified)
→ -2	6	3	-1	2	-7	-1	-1	-1
> O=C(NC1=NCCS1)c1ccc(Cl)c(S(=O)(=O)N2CCCCCC2)c1
→ -1	-3	4	1	4	-3	-6	-1	-4
> COc1cccc(COC(=O)Cc2ccc(S(=O)(=O)N3CCOCC3)s2)c1OC
→ 2	-1	4	7	-4	-1	0	4	nt

# Remaining list, next part
# Values in the order – PREPL inh	PAFAH1B3 inh	pPAFAH FP inh	PME-1 primary	PAFAH1B2 FP inh	PAD4 inh	LYPLA1 counter	LYPLA2 counter	GSTO1 inh
> O=C(Nc1ccc(Br)cn1)c1ccc([N+](=O)[O-])cc1Cl
→ 7	6	0	-3	4	-5	-4	3	10
> O=C(COC(=O)Cc1ccsc1)Nc1ccc(Cl)c(S(=O)(=O)N2CCOCC2)c1
→ 15	7	13	-1	-2	-1	0	6	-2
> O=NNc1nc2ccccc2n1Cc1ccccc1
→ -3	3	18	4	6	1	-4	-2	-14
> O=C(CCNS(=O)(=O)c1c(Cl)cccc1Cl)OCC(=O)c1ccccc1F
→ 0	6	5	-3	-1	-3	-2	-3	9

# Bioassay records from PubChem BioAssay.

# Some of the compounds tested; the hit share may differ from the screen's.
